Source: PubChem BioAssay (Broad Institute)
IDH1 R132H inh = inhibitors of human IDH1 R132H | O75874 | IDH1 R132H reductase, diaphorase/resazurin fluorescence, 60 min | inhibition, % at 10 µM | 0.18% of 70,000 active; in the data active = inhibition above about 34%; inconclusive = no clear call, values can overlap the other calls; inactive = below about 11%;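 note: 0% = DMSO and 100% = no enzyme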
Target sequence (O75874 whole entry R132H): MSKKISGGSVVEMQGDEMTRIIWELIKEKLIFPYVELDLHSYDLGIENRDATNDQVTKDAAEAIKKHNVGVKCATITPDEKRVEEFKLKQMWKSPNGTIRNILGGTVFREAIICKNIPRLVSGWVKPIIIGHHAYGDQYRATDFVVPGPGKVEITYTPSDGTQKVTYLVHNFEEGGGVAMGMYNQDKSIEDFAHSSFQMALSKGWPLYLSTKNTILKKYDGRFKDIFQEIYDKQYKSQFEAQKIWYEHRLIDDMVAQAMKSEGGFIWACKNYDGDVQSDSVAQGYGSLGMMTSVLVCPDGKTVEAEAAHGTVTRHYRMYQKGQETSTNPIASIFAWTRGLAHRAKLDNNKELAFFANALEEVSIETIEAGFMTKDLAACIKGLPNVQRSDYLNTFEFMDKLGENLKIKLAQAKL
PRC2 inh = inhibitors of human EZH2/PRC2 methyltransferase; 0.35% of 57,000 active; AID 651548; PRC2 H3K27 methylation, DELFIA TRF, 1 h; inhibition, % at 12.5 µM;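 active = mean inhibition of replicates at least 50% and every single replicate also reaching 50%; inconclusive = mean inhibition at least 50% but some replicate falls below 50%; inactive = mean inhibition under 50%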;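 note: dimethyl H3K27 on biotinylated H3 21-44 peptide detected by antibody; plate controls were median neutral control wells for no effect and median positive control wells for full effect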
Numbers without * were called inactive; ? = inconclusive; . = no result given.

Start of the listing, in advance:
SMILES | IDH1 R132H inh | PRC2 inh
Cn1c(CN2CCOCC2)nnc1SCC(=O)Nc1ccc2ccccc2c1 | -0.8 | -3
CC(C)c1cn(CC[C@@H]2CC[C@@H](NS(=O)(=O)c3ccc(F)cc3)[C@@H](CO)O2)nn1 | 0.0 | 13
CO[C@@H]1CN(C)C(=O)c2cc(C#N)ccc2OC[C@H]2O[C@H](CC[C@H]2OC)CCN(C)C(=O)[C@H]1C | -0.4 | 6

This part in full, previewed entries included:
SMILES | IDH1 R132H inh | PRC2 inh
Cn1c(CN2CCOCC2)nnc1SCC(=O)Nc1ccc2ccccc2c1 | -0.8 | -3
CC(C)c1cn(CC[C@@H]2CC[C@@H](NS(=O)(=O)c3ccc(F)cc3)[C@@H](CO)O2)nn1 | 0.0 | 13
CO[C@@H]1CN(C)C(=O)c2cc(C#N)ccc2OC[C@H]2O[C@H](CC[C@H]2OC)CCN(C)C(=O)[C@H]1C | -0.4 | 6
C[C@@H]1CN([C@H](C)CO)C(=O)c2cc(NC(=O)Cc3cn(C)c4ccccc34)ccc2O[C@@H]1CN(C)S(C)(=O)=O | -41 | 3
COc1cc2c(=O)c(-c3ccc(O)cc3)coc2cc1O[C@@H]1O[C@@H](C)[C@H](O)[C@@H](O)[C@H]1O | 0.7 | -20
C[C@H](CO)N1C[C@H](C)[C@H](CN(C)C(=O)NC2CCCCC2)Oc2ccc(NS(C)(=O)=O)cc2CC1=O | 0.9 | 2
C[C@@H]1CN([C@H](C)CO)C(=O)c2cc(NC(=O)Nc3ccccc3)ccc2O[C@@H](C)CCCCO[C@H]1CN(C)S(=O)(=O)c1cn(C)cn1 | -8.7 | .
C[C@@H]1CN([C@@H](C)CO)S(=O)(=O)c2ccc(-c3ccccc3)cc2O[C@H]1CN(C)C(=O)CC1CC1 | -0.3 | .
CC(=O)Nc1ccc(-c2nnc(SCC(=O)Nc3ccc(Cl)cc3Cl)n2C)cc1 | 0.1 | 15
COc1ccc(S(=O)(=O)Nc2cccc3c2O[C@H](CN(C)Cc2ccc(Cl)c(Cl)c2)[C@H](C)CN([C@H](C)CO)C3=O)cc1 | -1.3 | .
Nc1ccc(C(=O)Oc2ccccc2)c(O)c1 | -0.2 | 3
C[C@@H]1CN([C@@H](C)CO)C(=O)c2cc(C#CCN(C)C)cnc2O[C@@H]1CN(C)C(=O)Cc1ccncc1 | 0.1 | .
COCC#Cc1cnc2c(c1)C(=O)N([C@@H](C)CO)C[C@@H](C)[C@@H](CN(C)S(C)(=O)=O)O2 | -3.4 | 13
COCC#Cc1ccc2c(c1)O[C@@H](CN(C)Cc1ccccn1)[C@H](C)CN([C@H](C)CO)S2(=O)=O | -0.2 | -2
CO[C@H]1CN(C)C(=O)c2cc(NC(C)=O)ccc2OC[C@H](C)N(C(=O)c2cnccn2)C[C@@H]1C | -0.2 | 1
Cc1cc(C(F)F)n2nc(C(=O)Nc3cccc(S(=O)(=O)N4CCOCC4)c3)nc2n1 | 0.2 | -16
Cc1ccnc(NS(=O)(=O)c2ccc(NC(=O)c3csc4c3CCCC4)cc2)n1 | 0.6 | 46
C[C@H](O)C#Cc1ccc2c(c1)O[C@H](CN(C)Cc1ccccc1)[C@H](C)CN([C@@H](C)CO)S2(=O)=O | -4.7 | 1
C[C@H](CO)N1C[C@H](C)[C@@H](CN(C)Cc2ccc(-c3ccccc3)cc2)Oc2ccc(NC(=O)CCN3CCOCC3)cc2CC1=O | 1.2 | .
O=C(NCCCCN1CCOCC1)c1cc2ccccc2o1 | 0.5 | 3

One compound at a time (already shown). Values in the order: IDH1 R132H inh	PRC2 inh
CC(=O)Nc1ccc(-c2nnc(SCC(=O)Nc3ccc(Cl)cc3Cl)n2C)cc1 is listed with 0.1	15
C[C@@H]1CN([C@H](C)CO)C(=O)c2cc(NC(=O)Cc3cn(C)c4ccccc34)ccc2O[C@@H]1CN(C)S(C)(=O)=O is listed with -41	3
CO[C@@H]1CN(C)C(=O)c2cc(C#N)ccc2OC[C@H]2O[C@H](CC[C@H]2OC)CCN(C)C(=O)[C@H]1C is listed with -0.4	6
COc1cc2c(=O)c(-c3ccc(O)cc3)coc2cc1O[C@@H]1O[C@@H](C)[C@H](O)[C@@H](O)[C@H]1O is listed with 0.7	-20
C[C@@H]1CN([C@H](C)CO)C(=O)c2cc(NC(=O)Nc3ccccc3)ccc2O[C@@H](C)CCCCO[C@H]1CN(C)S(=O)(=O)c1cn(C)cn1 is listed with -8.7	.

Later entries
SMILES | IDH1 R132H inh | PRC2 inh
C[C@H](CO)N1C[C@H](C)[C@@H](CN(C)C)Oc2ccc(NC(=O)C3CC3)cc2CC1=O | -0.6 | 2
COc1ccc(NC(=O)Nc2ccc3c(c2)C(=O)N([C@@H](C)CO)C[C@H](C)[C@@H](CN(C)S(=O)(=O)c2ccc(F)cc2)O3)cc1 | 1.7 | .
Nc1ncnc(Sc2nc3ccccc3s2)c1[N+](=O)[O-] | 0.8 | 13
O=C(O)C[C@@H]1C=C[C@@H](NC(=O)c2ccccc2F)[C@@H](CO)O1 | 0.1 | 4
C[C@@H]1CCCCO[C@H](CN(C)S(=O)(=O)c2ccc(F)cc2)[C@H](C)CN([C@H](C)CO)C(=O)c2cc(NS(C)(=O)=O)ccc2O1 | 0.0 | .
CC(C)NC(=O)N(C)C[C@H]1Oc2ccc(NC(=O)CCCCCC(=O)Nc3ccccc3N)cc2C(=O)N([C@@H](C)CO)C[C@@H]1C | -0.3 | 0
Cc1ccc(S(=O)(=O)N[C@H]2CC[C@@H](CC(=O)N3CCc4ccccc4C3)O[C@H]2CO)cc1 | -0.2 | -7
COCCOC(=O)N1C(=O)[C@@]2(c3cc(C#CC4(O)CCCCCC4)ccc31)[C@H](c1ccccc1OCCO)N1[C@H](c3ccccc3)[C@H](c3ccccc3)OC(=O)[C@H]1[C@@H]2C(N)=O | . | -29
Cc1noc(C)c1NC(=O)Nc1ccc2c(c1)C(=O)N([C@@H](C)CO)C[C@@H](C)[C@@H](CN(C)Cc1ccc(Oc3ccccc3)cc1)O2 | 0.4 | .
C[C@@H]1CN([C@@H](C)CO)C(=O)Cc2cc(NC(=O)C3CC3)ccc2O[C@@H]1CN(C)Cc1ccc(Cl)c(Cl)c1 | 0.5 | -17
CC1(C)Cc2c(sc3nc(SCC(=O)c4ccccc4)nc(N)c23)CS1 | 0.0 | 4
COc1ccc(S(=O)(=O)Nc2ccc3c(c2)C(=O)N([C@H](C)CO)C[C@H](C)[C@H](CN(C)C(=O)Nc2ccc(C(F)(F)F)cc2)OCCCC[C@H](C)O3)cc1 | -0.2 | .
C[C@H](CO)N1C[C@H](C)[C@@H](CN(C)C(=O)Nc2cccc3ccccc23)Oc2ccc(NC(=O)Nc3cccc4ccccc34)cc2CC1=O | -1.1 | .
CO[C@@H]1CN(C)C(=O)c2ccc(NS(=O)(=O)CC(F)(F)F)cc2OC[C@H](C)N(C(=O)c2ccc3c(c2)OCO3)C[C@H]1C | -0.4 | 6
CC(C)CC#Cc1ccc2c(c1)O[C@H](CN(C)Cc1ccccc1F)[C@H](C)CN([C@@H](C)CO)S2(=O)=O | -1.0 | 18
C[C@H](CO)N1C[C@H](C)[C@H](CN(C)Cc2ccccc2)Oc2cc(C#C[C@@H](C)O)ccc2S1(=O)=O | . | -1
C[C@H](CO)N1C[C@H](C)[C@@H](CN(C)C(=O)c2ccccc2F)Oc2ncc(C#Cc3ccncc3)cc2C1=O | 0.5 | 15
C[C@@H]1CN([C@H](C)CO)C(=O)c2cc(NS(=O)(=O)c3cccs3)ccc2O[C@@H]1CN(C)C(=O)Nc1ccccc1 | 3.6 | .
Cc1noc(C)c1NC(=O)N(C)C[C@@H]1OCCCC[C@@H](C)Oc2ccc(N(C)C)cc2C(=O)N([C@H](C)CO)C[C@@H]1C | . | 2
Cc1ccccc1S(=O)(=O)NCC[C@@H]1CC[C@@H](NC(=O)Nc2cccc(F)c2)[C@@H](CO)O1 | -0.2 | -10
CO[C@@H](CN(C)S(=O)(=O)c1cn(C)cn1)[C@@H](C)CN(C(=O)Nc1ccc(C(F)(F)F)cc1)[C@H](C)CO | -0.1 | -3
C[C@H](CO)N1C[C@H](C)[C@H](CN(C)Cc2cccc(C(F)(F)F)c2)OCc2cnnn2CCCC1=O | -0.4 | 1
C[C@H](CO)N1C[C@H](C)[C@H](CN(C)C(=O)Cc2ccncc2)Oc2cc(C#CC3CCCCC3)ccc2S1(=O)=O | ? | -39
O=C(NCC[C@H]1CC[C@@H](NS(=O)(=O)c2ccccc2)[C@@H](CO)O1)c1ccc2c(c1)OCO2 | 0.3 | 0
COc1ccc(NC(=O)N(C)C[C@@H]2Oc3c(NC(=O)c4cc(C)nn4C)cccc3C(=O)N([C@@H](C)CO)C[C@H]2C)cc1 | . | 7
CO[C@@H]1CN(C)C(=O)c2cc(NC(=O)C3CC3)ccc2OC[C@@H](C)N(C(=O)CN2CCOCC2)C[C@@H]1C | 0.2 | -4
COc1ccc(S(=O)(=O)NCc2ccccn2)c(C)c1C | -0.3 | -1
Cc1cc2nnc(SCC(=O)Nc3sc4c(c3C#N)CCC4)n2c2ccccc12 | -0.8 | 22
O=C(C[C@@H]1C=C[C@H](NC(=O)Nc2ccc(F)cc2)[C@@H](CO)O1)NCc1cccc(F)c1 | -0.1 | -1
COc1ccc(NC(=C(C#N)C#N)C(F)(F)C(F)(F)F)cc1 | 0.9 | -15
COc1ccc(S(=O)(=O)N(C)C[C@@H]2Oc3ccc(NS(=O)(=O)c4ccc(F)cc4)cc3CC(=O)N([C@H](C)CO)C[C@H]2C)cc1 | 0.3 | .
C[C@H]1CN([C@@H](C)CO)S(=O)(=O)c2ccc(-c3ccc(C(=O)N(C)C)cc3)cc2O[C@H]1CN(C)C(=O)C1CCOCC1 | -0.5 | .
C[C@@H]1CN([C@@H](C)CO)C(=O)c2cc(NC(=O)C3CCCCC3)ccc2O[C@H]1CN(C)S(=O)(=O)c1ccc(Cl)cc1 | 1.5 | 2
Cc1ccc(S(=O)(=O)N[C@H]2CC[C@H](CC(=O)NCCCN(C)C)O[C@@H]2CO)cc1 | 0.1 | -7
COc1ccccc1C#Cc1cnc2c(c1)C(=O)N([C@@H](C)CO)C[C@H](C)[C@H](CN(C)C(C)=O)O2 | 1.1 | .
O=c1cc(-c2ccccc2)nc(SCc2nc3ccccc3[nH]2)[nH]1 | 0.5 | 8
C[C@@H]1CN([C@@H](C)CO)C(=O)Cc2cc(NS(C)(=O)=O)ccc2O[C@H]1CN(C)S(=O)(=O)c1ccc(F)cc1 | 1.3 | .
O=C(NCC[C@@H]1CC[C@H](NS(=O)(=O)c2cccc(Cl)c2)[C@H](CO)O1)c1cnccn1 | -0.3 | 1
O=C(COc1cc(O)c2c(=O)c3ccccc3oc2c1)c1ccc(Br)cc1 | 0.2 | 3
C[C@H](CO)N1C[C@H](C)[C@H](CN(C)Cc2ccc(Cl)c(Cl)c2)Oc2c(NC(=O)NC3CCCCC3)cccc2C1=O | -1.0 | .
CCO[C@H]1OC(C(=O)O)=C[C@@H](c2ccc(Br)cc2)[C@@H]1CCCO | . | 10
CN(C)CCCNC(=O)C[C@H]1C=C[C@@H](NC(=O)c2ccccc2F)[C@@H](CO)O1 | 0.0 | -5
C[C@H]1CN([C@@H](C)CO)S(=O)(=O)c2ccc(-c3ccc(F)cc3)cc2O[C@H]1CN(C)Cc1cccc(F)c1 | 0.3 | 17
C[C@@H]1CN([C@@H](C)CO)C(=O)c2cccc(NS(C)(=O)=O)c2O[C@@H]1CN(C)CC1CC1 | 1.0 | -20
CO[C@H]1CN(C)C(=O)c2ccc(NS(=O)(=O)c3cn(C)cn3)cc2OC[C@@H](C)N(CCC(F)(F)F)C[C@H]1C | -0.1 | 6
O=C(N[C@H]1CC[C@H](CC(=O)N2CCN(c3ccccc3)CC2)O[C@@H]1CO)c1ccccc1 | 0.0 | -2
C[C@@H]1CN([C@H](C)CO)C(=O)Cc2cc(NC(=O)CCC(F)(F)F)ccc2O[C@@H]1CN(C)Cc1ccc(C(=O)O)cc1 | . | -2
C[C@H]1CN([C@@H](C)CO)C(=O)c2cc(NC(=O)C3CCCCC3)ccc2O[C@@H]1CN(C)S(C)(=O)=O | 1.0 | -5
CNC[C@@H]1OCCCC[C@@H](C)Oc2ccc(NS(=O)(=O)c3ccc(OC)cc3)cc2C(=O)N([C@@H](C)CO)C[C@H]1C | 0.0 | -8
C[C@@H]1CCCCO[C@H](CN(C)S(=O)(=O)c2ccc(Cl)cc2)[C@@H](C)CN([C@@H](C)CO)C(=O)c2cc(N(C)C)ccc2O1 | 0.5 | 4
The results go on:
SMILES | IDH1 R132H inh | PRC2 inh
C[C@@H]1CN([C@@H](C)CO)C(=O)Cc2cc(NC(=O)Cn3cnnn3)ccc2O[C@@H]1CN(C)C(=O)Nc1ccccc1 | 0.1 | .
C=CCN1C(=O)[C@@]2(O[C@@H](CCO)[C@H]([Si](C)(C)c3ccc(OC)cc3)[C@H]2C)c2cc(N3CCC3=O)ccc21 | . | 14
Cc1noc(C)c1S(=O)(=O)Nc1ccc2c(c1)C(=O)N([C@H](C)CO)C[C@@H](C)[C@H](CN(C)C(=O)Nc1ccc(F)cc1)O2 | 1.2 | .
COc1cccc(C2=NN(C(=O)c3onc(-c4ccccc4Cl)c3C)C(c3ccco3)C2)c1 (stereo not given) | 0.3 | 4
C[C@H]1CN([C@@H](C)CO)C(=O)Cc2cc(NC(=O)Nc3ccc(F)cc3)ccc2O[C@@H]1CN(C)S(C)(=O)=O | 0.4 | 10
CCC(=O)Nc1ccc2c(c1)C(=O)N(C)C[C@H](OC)[C@@H](C)CN(Cc1cccc(F)c1)[C@H](C)CO2 | -0.1 | -6
C[C@@H]1CN([C@@H](C)CO)C(=O)CCCn2cc(nn2)CO[C@@H]1CN(C)S(=O)(=O)c1ccc(-n2cccn2)cc1 | -2.5 | .

The list is partial (hit frequency here may not be typical).
